# Screening data: PubChem BioAssay, several laboratories
# NRP1-CendR mod = alters CendR peptide binding to human NRP-1; actives 0.85% (n = 360,000); inhibition, % at 25 µM; O14786; FAM-RPARPAR peptide binding to NRP-1, fluorescence polarization;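 active = inhibition or corrected inhibition above about 18%, plus a signal ratio from 0.5 to 1.5, limit read from the data, passing the limit was not always enough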; also: strong numbers were not always called active
# TbMetRS inhib = blocks T. brucei methionyl-tRNA synthetase activity; purified T. brucei MetRS, ATP depletion, Kinase-Glo luminescence; inhibition, % at 11.9 µM; actives 0.4% (n = 360,000); AID 624268;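 active = inhibition above a per-plate cutoff of the control wells' mean inhibition plus 3 SD, cut at about 5.5% in these data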;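 also: 0% = DMSO wells median and 100% = median of wells with control inhibitor compound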
#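 Material – parasite MetRS enzyme · Medium – HEPES-MgCl2-KCl buffer plus DTT, spermine, BSA, pyrophosphatase · Reagent – ATP, methionine and E. coli bulk tRNA substrates · Times – 15 min enzyme-compound preincubation, 2 h reaction, 10 min detection, 25 °C · Measured by – luminescence of leftover ATP · Evaluation – percent inhibition relative to median high and low control wells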
# MsrA act = activators of bovine methionine sulfoxide reductase A; purified bovine MsrA, absorbance read-out; activation, % at 10.6 µM; actives 0.3% (n = 360,000); in the data active = activation above about 7.5%;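 also: 0% = vehicle and 100% = reference activator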
# MT1-MMP act inh = inhibitors of human MT1-MMP activation. actives 0.061% (n = 360,000). HT1080 RFP-PRO-GFP cells, GFP/RFP ratio fluorescence, overnight; percent of plate control window, DMSO zero. P50281. GFP/RFP ratio change, % at 20 µM;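 active = GFP/RFP ratio change of at least 30% with cell ATP level not reduced by more than half and red fluorescence within 50% of control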; also: strong numbers were not always called active
#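 Assay system: HT1080 RFP-PRO-GFP cells. Benchmarks: DMSO vehicle wells and RFP-L50D-GFP reporter cell wells. Times: overnight cell settling, then overnight compound exposure, 37 °C, 5% CO2. Compound: 20 µM single dose, 1% DMSO. Read-out basis: GFP/RFP fluorescence ratio.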
# FAS TE block = inhibitors of human fatty acid synthase thioesterase domain | P49327 | recombinant FAS-TE, OMFH fluorogenic substrate, fluorescence endpoint | inhibition, % at 15 µM | actives 0.67% (n = 360,000) | AID 602261;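 active = compounds whose normalised, plate-corrected inhibition of enzyme fluorescence in the single-dose primary screen is 50% or more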;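 also: 0% = DMSO with enzyme and 100% = substrate without enzyme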
# MsrA inhibitor = inhibits bovine methionine sulfoxide reductase A. purified bovine MsrA, absorbance read-out. inhibition, % at 15.5 µM. actives 0.75% (n = 360,000). AID 651718; in the data active = inhibition above about 4.5%;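 also: 0% = vehicle wells with enzyme and 100% = reference inhibitor wells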
# eLon inh = E. coli protease La inhibition; P0A9M0; purified E. coli Lon protease, fluorescence polarization; actives 0.42% (n = 360,000); inhibition, % at 7.94 µM; in the data active = inhibition above about 13%, passing the limit was not always enough;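 also: 0% = enzyme with probe and DMSO and 100% = no enzyme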
# Target sequence (P0A9M0 whole entry, looked up): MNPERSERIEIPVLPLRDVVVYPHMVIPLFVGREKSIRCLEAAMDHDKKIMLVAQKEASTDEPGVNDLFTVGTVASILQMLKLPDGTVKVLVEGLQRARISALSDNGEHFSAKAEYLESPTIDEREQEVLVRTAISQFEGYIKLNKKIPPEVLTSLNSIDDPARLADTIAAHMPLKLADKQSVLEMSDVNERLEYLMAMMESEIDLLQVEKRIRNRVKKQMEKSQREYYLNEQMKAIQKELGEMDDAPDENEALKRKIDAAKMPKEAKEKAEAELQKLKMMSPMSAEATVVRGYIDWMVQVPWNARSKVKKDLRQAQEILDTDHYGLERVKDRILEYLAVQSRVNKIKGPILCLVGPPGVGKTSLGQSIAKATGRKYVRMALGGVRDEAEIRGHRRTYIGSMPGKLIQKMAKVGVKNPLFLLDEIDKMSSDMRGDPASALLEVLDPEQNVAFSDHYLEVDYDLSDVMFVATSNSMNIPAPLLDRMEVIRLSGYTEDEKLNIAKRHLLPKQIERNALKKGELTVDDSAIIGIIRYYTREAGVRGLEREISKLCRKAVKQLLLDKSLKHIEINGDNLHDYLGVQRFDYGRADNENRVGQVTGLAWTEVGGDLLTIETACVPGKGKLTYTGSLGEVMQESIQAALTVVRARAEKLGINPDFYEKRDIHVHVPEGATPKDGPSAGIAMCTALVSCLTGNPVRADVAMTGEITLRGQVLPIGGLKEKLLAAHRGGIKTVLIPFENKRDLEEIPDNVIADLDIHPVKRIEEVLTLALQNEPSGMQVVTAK
# SKN-1 block = inhibitors of C. elegans SKN-1 | C. elegans VP596 Pgst-4::GFP/RFP ratio, acrylamide-induced, 24 h | inhibition, % at 21.8 µM | actives 0.49% (n = 360,000) | AID 624304;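 active = interference check ratio from 0.5 to 1.5 plus GFP to RFP signal ratio inhibition reaching or exceeding a fixed threshold, cut at about 30% in these data, passing the limit was not always enough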; also: some compounds called inactive have numbers as strong as hits
# MLLE-PAM2 inh = inhibitors of microRNA-mediated deadenylation, human PABP1 MLLE binding. actives 0.36% (n = 360,000). P11940. inhibition, % at 20 µM. GST-MLLE / FITC-PAM2 fluorescence polarization; in the data active = inhibition above about 35%, passing the limit was not always enough;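 also: plate controls were DMSO wells with GST-MLLE for no effect and wells lacking GST-MLLE protein for full effect; some results filed as inactive read as strong as hits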
# * hit, by the source's call; . = not tested or not shown. Compounds as they come; 4% or so of the library scored in one or more.
1	COc1ccc(S(=O)(=O)Nc2cccc3c2O[C@H](CN(C)S(=O)(=O)c2ccc(F)cc2)[C@H](C)CN([C@H](C)CO)C3=O)cc1
2	CC(C)CCOc1ccc(C(=O)Nc2cc(S(=O)(=O)N3CCOCC3)ccc2N2CCOCC2)cc1
3	CC(=O)Nc1ccc(NC(=O)CCNS(=O)(=O)c2cccc3nsnc23)cc1
4	Cc1ccc(S(=O)(=O)N/N=C2/CC(c3ccccc3)Oc3ccccc32)cc1 (stereo not drawn)
5	COc1cc(NC(=O)c2cccnc2SC)cc(OC)c1
6	COC(=O)c1ccc(NC(=O)CN2CCCC2)cc1
7	O=C(Cc1coc2ccc3ccccc3c12)NC1CCCc2ccccc21 (stereo not drawn)
8	CCOc1ccccc1OCC(=O)Nc1nnc(C)s1
Compound,1,2,3,4,5,6,7,8
NRP1-CendR mod,-1,4,2,8,4,14,10,18
TbMetRS inhib,-0.4,-0.3,0.3,-0.7,-0.7,0.0,-0.3,0.5
MsrA act,-4,-5,-4,-11,-2,2,1,-1
MT1-MMP act inh,-3,-19,2,-3,0,4,-19,-2
FAS TE block,-2,22,-1,18,-3,-6,4,-8
MsrA inhibitor,-0.1,-0.6,.,3.0,0.1,1.0,-0.9,0.0
eLon inh,-6,6,-3,-6,-2,7,5,0
SKN-1 block,-2,-8,6,-30,0,-12,9,4
MLLE-PAM2 inh,-7,0,-9,10,10,6,-7,4

9	COc1ccc(S(=O)(=O)N2CCC3(CC2)CC(=O)c2ccccc2O3)cc1
10	CCc1nc2c(OCc3cccc(Cl)c3)cccn2c1N(C)C(=O)c1ccncc1
11	COc1cccc(/C(O)=C2\C(=O)C(=O)N(c3ccccn3)C2c2cccc(OC)c2OC)c1 (stereo not drawn)
12	Cc1cccc(N2CCN(C(=O)c3cc4c(=O)[nH]c5ccccc5c4n3C)CC2)c1C
13	Cc1nc2ccc(Br)cn2c1C(=O)N/N=C\c1ccc(C(C)C)cc1
14	COCCCn1c(Cc2csc(Nc3ccccc3)n2)nnc1SCC(N)=O
15	COc1cc(OC)c(S(=O)(=O)Nc2ccccc2N2CCCCC2)cc1NC(C)=O
16	O=C(NC(CSSCC(NC(=O)c1ccccc1)C(=O)O)C(=O)O)c1ccccc1 (stereo not drawn)
Compound,9,10,11,12,13,14,15,16
NRP1-CendR mod,9,0,2,-9,-2,1,6,8
TbMetRS inhib,-0.3,-0.2,-0.2,-0.4,-0.6,0.0,-0.5,0.3
MsrA act,1,-6,-4,-4,-4,-1,-6,-1
MT1-MMP act inh,-6,0,-3,8,-11,1,0,1
FAS TE block,18,-4,-10,5,37,-4,-3,-4
MsrA inhibitor,0.0,-1.0,3.9,-2.1,-0.1,0.3,-1.0,-0.3
eLon inh,1,7,0,5,-5,-1,10,-7
SKN-1 block,-1,20,4,13,2,1,-6,3
MLLE-PAM2 inh,4,-5,-9,4,-9,-35,-3,12

# A draw from above in order of length of the SMILES, largest number first:
12	Cc1cccc(N2CCN(C(=O)c3cc4c(=O)[nH]c5ccccc5c4n3C)CC2)c1C
15	COc1cc(OC)c(S(=O)(=O)Nc2ccccc2N2CCCCC2)cc1NC(C)=O
9	COc1ccc(S(=O)(=O)N2CCC3(CC2)CC(=O)c2ccccc2O3)cc1
13	Cc1nc2ccc(Br)cn2c1C(=O)N/N=C\c1ccc(C(C)C)cc1
Compound,12,15,9,13
NRP1-CendR mod,-9,6,9,-2
TbMetRS inhib,-0.4,-0.5,-0.3,-0.6
MsrA act,-4,-6,1,-4
MT1-MMP act inh,8,0,-6,-11
FAS TE block,5,-3,18,37
MsrA inhibitor,-2.1,-1.0,0.0,-0.1
eLon inh,5,10,1,-5
SKN-1 block,13,-6,-1,2
MLLE-PAM2 inh,4,-3,4,-9

# Other records follow:
17	COc1ccccc1C(=O)NCC(=O)N1CCN(S(=O)(=O)c2ccc3c(c2)OCCO3)CC1
18	O=C(NCCN1C(=O)S/C(=C\c2cccnc2)C1=O)C1CC(=O)N(Cc2ccco2)C1 (stereo not drawn)
19	CC(=O)NC1CC2CCCC(C1)N2S(=O)(=O)c1ccccc1 (stereo not drawn)
20	Cc1cc(=O)[nH]c(N/N=C/c2ccc(C)o2)n1
21	O=C(COC(=O)c1ccc(OC(F)F)cc1)NCCCN1CCCC1=O
22	O=C(Nc1nnc(N2CCCCCC2)s1)c1cc(-c2ccc(Br)cc2)on1
23	C[C@@H](c1ccccc1)N1C[C@@H](COCc2ccccc2)Oc2cc(N3CC[C@H](N(C)C)C3)ccc2S1(=O)=O
24	CSCC[C@H](NC(=O)NCCC1=CCCCC1)C(=O)O
Compound,17,18,19,20,21,22,23,24
NRP1-CendR mod,6,0,-1,4,-4,2,10,18
TbMetRS inhib,-0.3,-0.2,-0.4,-0.3,-0.3,-0.6,-0.2,-0.4
MsrA act,3,-8,2,-3,-3,0,-4,-4
MT1-MMP act inh,-2,0,5,-2,1,-3,0,-2
FAS TE block,1,-3,3,-11,-6,3,25,-4
MsrA inhibitor,0.0,1.7,0.2,2.1,1.8,0.4,-1.4,0.5
eLon inh,-3,-7,0,-9,-3,7,1,-1
SKN-1 block,29,0,5,6,4,11,-2,-16
MLLE-PAM2 inh,9,14,-5,-4,-4,-7,.,8

25	Cc1ccc(C)c(N2CCN(C(=O)C34CC5CC(C3)CC(n3nnc(C)n3)(C5)C4)CC2)c1
26	Cc1nn(-c2ccc(N3CCOCC3)nn2)c(C)c1CCC(=O)N1CCN(C)CC1
27	N#Cc1ccccc1N=C1CCCN1Cc1ccccc1
28	CCC(=O)N1CCc2cc(S(=O)(=O)CCC(=O)N(C)c3ccc(OC)cc3)ccc21
29	C/C(=N\NC(=O)c1ccc(CN2CCOCC2)cc1)c1cccc([N+](=O)[O-])c1
30	NC(=O)C1=C[C@H](c2ccc3c(c2)OCO3)C[C@H](OCc2ccc(CO)cc2)O1
31	CC1CCc2c(sc(NC(=O)CCc3nc4ccccc4c(=O)[nH]3)c2C#N)C1 (stereo not drawn)
32	COC(=O)c1ccc(N=NN2CCCCC2)cc1
Compound,25,26,27,28,29,30,31,32
NRP1-CendR mod,-1,0,11,8,12,4,-18,6
TbMetRS inhib,0.0,0.5,0.1,0.5,-1.9,-0.2,-0.4,-0.4
MsrA act,-1,-2,-1,-3,-10,-1,-6,-4
MT1-MMP act inh,-6,2,-2,-1,1,1,-5,0
FAS TE block,27,-9,2,-2,-1,-6,0,4
MsrA inhibitor,-1.1,-0.4,0.3,0.0,0.1,0.7,-0.8,2.2
eLon inh,-6,-5,-6,-4,2,-1,-17,2
SKN-1 block,-2,9,2,22,5,-2,-1,16
MLLE-PAM2 inh,10,-5,1,2,-4,-22,-17,8

33	CC1(c2ccc3ccccc3c2)NC(=O)N(CC(=O)N2CCN(Cc3ccc(C#N)cc3)CC2)C1=O (stereo not drawn)
34	CCC(Sc1nc2n[nH]c(C)c2c(=N)n1-c1cccc(Cl)c1)C(=O)NCCOC (stereo not drawn)
35	CCOC(=O)c1sc(=S)n(CC)c1N
36	C/C(=N\NC(=O)C(C)Oc1ccc([N+](=O)[O-])cc1)c1ccccn1 (stereo not drawn)
37	CCCCNC(=O)C(=O)NC(C)CCc1ccccc1 (stereo not drawn)
38	COC(=O)[C@@H]1C(c2c(OC)cc(OC)cc2OC)=NO[C@H]1C(=O)OC
39	CCC/C=C/c1ccc(CN2C(CC(C)C)C(=O)N(Cc3cn(CCOCOC)nn3)CCS2(=O)=O)cc1 (stereo not drawn)
40	CC(C)NC(=O)C1(C)CN(S(C)(=O)=O)CC(=O)N1C1CCN(Cc2ccccc2)CC1 (stereo not drawn)
Compound,33,34,35,36,37,38,39,40
NRP1-CendR mod,-2,29*,14,-6,5,1,-1,-1
TbMetRS inhib,-0.9,-0.5,-0.4,-0.4,-1.2,-0.4,-1.0,-0.5
MsrA act,-10,-3,-2,-3,-2,-3,-5,.
MT1-MMP act inh,.,0,1,11,-1,3,-1,-2
FAS TE block,35,-6,-3,13,-6,-2,4,.
MsrA inhibitor,.,0.9,2.5,0.8,0.5,0.7,1.3,-0.2
eLon inh,-1,12,1,-11,-4,2,-7,.
SKN-1 block,-10,-11,8,2,-6,-1,-2,13
MLLE-PAM2 inh,-1,3,8,4,-1,2,1,.

41	Cc1cc(C)n(-c2nnc(C)n2NC(=O)c2cccc(Cl)c2)n1
42	COc1cccc(NC(=O)CSc2nnnn2C2CCCCC2)c1
43	CCOC(=O)C1=C(c2ccccc2)Nc2ncnn2C1c1ccccn1 (stereo not drawn)
44	Cc1ccc(/C=C/C(=O)N2CCCN(C(=O)/C=C/c3ccc(C)cc3)CC2)cc1
45	O=C1CC(=O)N(CCc2ccc(F)cc2)C(=O)N1
46	CC(C)C[C@H]1COc2cccc(N(C)CCO)c2S(=O)(=O)N1
47	CP(=O)(Nc1cc(Cl)ccc1Cl)c1nc2c(s1)CCCC2 (stereo not drawn)
48	COc1cc(F)c(C2=CC(=O)C[C@H](c3ccc(Cl)cc3)C2)cc1F
Compound,41,42,43,44,45,46,47,48
NRP1-CendR mod,-12,11,0,-24,-38,5,-15,6
TbMetRS inhib,-0.2,-0.3,-0.2,0.0,-1.1,-0.8,-1.1,-0.4
MsrA act,-2,0,-2,-2,-6,-9,-5,-4
MT1-MMP act inh,-1,1,2,1,-16,0,4,0
FAS TE block,-6,4,-6,0,-5,-5,1,44
MsrA inhibitor,0.6,-0.4,0.3,0.2,1.5,1.4,2.3,1.9
eLon inh,-10,-3,4,-62,-23,1,10,-2
SKN-1 block,-3,8,-18,6,2,-1,3,9
MLLE-PAM2 inh,-1,10,-5,-5,-36,.,0,9

49	O=C(Cc1ccccc1[N+](=O)[O-])NCCCc1ccccc1
50	CCS(=O)c1ccccc1C(=O)OCC(=O)Nc1cccc(S(=O)(=O)N2CCCCC2)c1 (stereo not drawn)
51	CCCCn1c(-c2ccccc2)nc2c(=O)n(C)c(=O)[nH]c21
52	CCOC(=O)CSc1nc(COc2ccccc2)nc2ccccc12
53	COc1nc(OC)nc(N2CCC(NC(=O)C(Cc3ccc(C(C)C)cc3)NC(C)=O)CC2)n1 (stereo not drawn)
54	Nc1cc(=O)[nH]c(=O)n1CC1CC1
55	Cc1cccc(C)c1NC(=O)C(c1ccc(C(F)(F)F)cc1)n1c(=O)c(-c2ccccc2)nc2ccccc21 (stereo not drawn)
56	CCCCCCn1c(=O)n2n(c1=O)[C@@H]1CN(S(=O)(=O)c3ccc(C)cc3)C[C@]1(O)[C@@H](OC(=O)NCc1ccccc1)C2
Compound,49,50,51,52,53,54,55,56
NRP1-CendR mod,-17,9,20,-6,-10,8,10,-17
TbMetRS inhib,-1.0,0.1,-1.2,-0.2,0.0,-0.6,-0.2,-0.4
MsrA act,-7,-1,-6,-1,-2,-7,.,-9
MT1-MMP act inh,-1,-9,2,-3,-10,11,-5,5
FAS TE block,10,-4,-9,23,0,-9,.,17
MsrA inhibitor,0.5,-0.7,-0.2,0.6,2.6,0.2,2.2,1.2
eLon inh,3,-17,-5,-5,2,4,.,-1
SKN-1 block,8,-5,-6,2,-7,7,2,1
MLLE-PAM2 inh,-3,1,0,-7,-5,-6,.,-13
